Source: PubChem BioAssay
GPR151 ag: activates the human receptor GPR151; Q8TDV0; PathHunter beta-arrestin GPR151 cells, luminescence; activation, % at 11.2 µM; actives 1% (n = 650,000); AID 1508602; in the data active = activation above about 4.9%;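 also: 0% = median of compound wells and 100% = cells with positive control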
Target sequence (Q8TDV0 whole entry, looked up): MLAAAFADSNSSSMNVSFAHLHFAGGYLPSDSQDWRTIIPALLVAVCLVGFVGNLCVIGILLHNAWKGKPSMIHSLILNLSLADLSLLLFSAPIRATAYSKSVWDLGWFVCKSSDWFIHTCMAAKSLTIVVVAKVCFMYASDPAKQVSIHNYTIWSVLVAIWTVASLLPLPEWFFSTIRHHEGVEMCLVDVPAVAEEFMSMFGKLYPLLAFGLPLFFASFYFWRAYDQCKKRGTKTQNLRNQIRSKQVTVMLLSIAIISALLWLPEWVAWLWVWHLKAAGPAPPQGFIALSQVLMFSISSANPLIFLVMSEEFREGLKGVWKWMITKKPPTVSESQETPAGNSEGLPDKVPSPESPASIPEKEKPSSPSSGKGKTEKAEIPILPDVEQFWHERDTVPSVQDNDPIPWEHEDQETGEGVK
TEAD-YAP block: TEAD-YAP interaction inhibition; actives 1.4% (n = 640,000); HEK-TIYL cells, TEAD-Gal4/YAP UAS-luciferase luminescence; inhibition, % at 9.12 µM; in the data active = inhibition above about 32%;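 also: 0% = median of test compound wells and 100% = reference inhibitor wells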
FBW7 activator: human FBW7 E3 ligase activation, primary screen | actives 0.13% (n = 650,000) | normalized activity (activation), % at 26.1 µM | Q969H0 | AlphaScreen FBW7–phospho-cyclin E peptide binding, activator screen; in the data active = normalized activity above about 1.9%;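 also: purified mutant Fbw7 with reduced substrate affinity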
Target sequence (Q969H0 whole entry, looked up): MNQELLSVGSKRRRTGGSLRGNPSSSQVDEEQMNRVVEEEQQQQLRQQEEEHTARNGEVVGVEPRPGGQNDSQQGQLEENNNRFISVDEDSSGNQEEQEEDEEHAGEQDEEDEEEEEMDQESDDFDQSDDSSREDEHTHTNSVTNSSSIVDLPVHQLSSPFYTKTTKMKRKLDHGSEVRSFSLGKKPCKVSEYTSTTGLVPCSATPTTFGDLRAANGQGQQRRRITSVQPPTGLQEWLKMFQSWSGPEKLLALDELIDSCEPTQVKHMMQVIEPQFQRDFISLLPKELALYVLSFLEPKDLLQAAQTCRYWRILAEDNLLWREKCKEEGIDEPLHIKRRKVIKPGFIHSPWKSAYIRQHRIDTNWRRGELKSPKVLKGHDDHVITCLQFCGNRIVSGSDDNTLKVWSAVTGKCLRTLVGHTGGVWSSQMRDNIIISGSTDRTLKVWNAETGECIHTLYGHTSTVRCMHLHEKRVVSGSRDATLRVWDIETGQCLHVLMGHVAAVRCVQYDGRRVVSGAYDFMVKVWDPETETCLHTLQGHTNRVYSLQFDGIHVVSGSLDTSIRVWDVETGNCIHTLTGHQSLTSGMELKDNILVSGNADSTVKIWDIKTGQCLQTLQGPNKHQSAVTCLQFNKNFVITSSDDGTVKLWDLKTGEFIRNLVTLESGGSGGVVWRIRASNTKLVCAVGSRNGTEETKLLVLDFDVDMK
MITF primary: human MITF inhibition, primary screen; inhibition, % at 2.6 µM; O75030; actives 0.91% (n = 650,000); AlphaScreen MITF homodimerization, bead proximity signal; AID 1259374; in the data active = inhibition above about 50%;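 also: 0% = vehicle wells with protein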
* marks the source's active call; other numbers are inactive results; / = not tested or not shown. The order is random, and some 3.4% of all compounds hit somewhere here.

Second line of a record: GPR151 ag	TEAD-YAP block	FBW7 activator	MITF primary
1. Cc1csc(NC(=O)c2c(O)c3cccc4c3n(c2=O)CCC4)n1
    -0.1	-9	0.3	4
2. COc1ccc2c(c1)N(C)/C(=c1/s/c(=C3/C(=O)N(C)C(=S)N3C)n(Cc3ccccc3)c1=O)S2
    0.9	15	0.0	16
3. Cc1nnc(SCc2c(Cl)ccc(Cl)c2Cl)n1N
    -0.9	4	0.1	16
4. CCOC(=O)C1C(c2ccc(Br)cc2)NC(=O)N(C)C1(O)C(F)(F)F (stereo unspecified)
    1.8	-1	0.0	5
5. CCOc1cc(/C=C2/C(=N)N3OC(C)=CC3=NC2=O)ccc1OC
    1.9	9	-0.1	5
6. COc1ccc(N(CC(=O)Nc2cc(C(F)(F)F)ccc2Cl)S(C)(=O)=O)cc1
    -1.6	7	0.0	12
7. CCN(Cc1ccccc1)C(=O)CCCC1=NS(=O)(=O)c2ccccc2N1
    -0.6	-5	0.2	3
8. Cc1ccc(S(=O)(=O)N(CC(=O)NCc2ccco2)c2ccccc2F)cc1
    1.3	-7	0.2	9
9. Cc1cc(-c2ccncc2)ccc1NC(=O)C1COc2ccccc2O1 (stereo unspecified)
    0.0	-1	-0.2	-7
10. CCCCOCCC(=O)Nc1ccc(NC(C)=O)cc1
    0.2	3	0.5	15
11. N#C/C(=C\c1c(Oc2ccc(Cl)cc2)nc2ccccn2c1=O)C(=O)N1CCCCC1
    -1.0	16	0.4	9
12. CN(C=O)CP(=O)(O)CCc1ccccc1
    1.7	7	0.1	15
13. CN(CCC#N)S(=O)(=O)c1ccc2[nH]cc(C(=O)NC3CCCCC3)c(=O)c2c1
    -0.2	-6	0.0	7
14. CCc1ccc(NC(=O)C(C)Oc2ccc(OC)cc2)cc1 (stereo unspecified)
    1.2	-13	0.3	-5
15. CCOC(=O)C1=C(C)NC(SCC(N)=O)=C(C#N)C1c1ccccc1 (stereo unspecified)
    -2.2	-13	0.0	8
16. COc1cccc(NC(=O)CN(C)S(=O)(=O)c2cccc3cccnc23)c1
    0.1	-3	0.0	7
17. COCC(C)NC(=O)C1CC(c2ccc(OC)cc2)=NO1 (stereo unspecified)
    1.0	-4	0.0	4
18. COC(=O)C1=c2s/c(=C/c3ccccc3)c(=O)n2C(N)=C(C#N)C1c1ccccc1 (stereo unspecified)
    0.6	-1	-0.1	6
19. COc1ccc(-c2nc(-c3ccccc3)c(-c3ccccc3)[nH]2)c(OC)c1OC
    1.1	-2	-0.3	-4
20. COc1ccc2c(c1)cc(C)c1nn(CC(=O)Nc3cccc(C)n3)c(=O)n12
    -0.4	-3	0.1	-2

Excerpt: compounds 1–2
Second line of a record: GPR151 ag	TEAD-YAP block	FBW7 activator	MITF primary
1. Cc1csc(NC(=O)c2c(O)c3cccc4c3n(c2=O)CCC4)n1
    -0.1	-9	0.3	4
2. COc1ccc2c(c1)N(C)/C(=c1/s/c(=C3/C(=O)N(C)C(=S)N3C)n(Cc3ccccc3)c1=O)S2
    0.9	15	0.0	16

Going on with the list:
Second line of a record: GPR151 ag	TEAD-YAP block	FBW7 activator	MITF primary
21. O=c1n(Cc2ccccc2Cl)c2cc(N3CCCCC3)c([N+](=O)[O-])cc2n1Cc1ccccc1Cl
    0.3	-3	0.0	23
22. C/C(=N/NC(=O)c1cccc(Br)c1)c1ccco1
    -0.3	-4	0.1	13
23. COc1cccc(CN2CCN(C3CCCCC3C)CC2)c1OC (stereo unspecified)
    -1.5	1	0.0	86*
24. COC(=O)C1=C(C)N=c2s/c(=C/c3ccccc3Cl)c(=O)n2C1c1ccc(OC)cc1 (stereo unspecified)
    0.2	-13	0.1	1
25. O=c1[nH]c(=S)[nH]c(O)c1N=Nc1ccc(O)cc1
    -8.5	2	0.0	29
26. CCOc1ccccc1NC(=O)c1nc2c(nnn2Cc2ccc(F)cc2)c(=O)[nH]1
    0.3	10	0.0	7
27. CCN(CC)c1ccc(/C=C(\C#N)C(=O)Nc2ccc(F)cc2)c(OC)c1
    0.3	-7	0.0	-4
28. COc1ccc(OC)c(/C=C2\N=C(c3cc(Cl)ccc3Cl)OC2=O)c1
    1.6	-18	-0.1	-8
29. Cc1ccc(-n2cc(C(=O)N3CCCCCC3)c3ccccc3c2=O)cc1C
    -0.8	2	0.0	3
30. COC(=O)c1ccccc1NS(=O)(=O)c1cc(OCC(N)=O)c(C)cc1Cl
    0.6	17	0.8	1
31. Cc1oc(-c2ccc(Cl)cc2)nc1CN1CCC(C(=O)NC(C)C)CC1
    0.1	6	1.7	22
32. C=CCNC(=O)CCNS(=O)(=O)c1ccc(C)cc1
    1.1	13	0.1	-2
33. N#C/C(=C/c1ccc(Br)o1)C(=O)Nc1ccc(Cl)cc1
    2.5	-4	-0.1	-12
34. CCCN1CCN(c2c(-c3ccc(C(C)C)cc3)c(=O)c2=O)CC1
    4.0	0	-0.1	4
35. CCc1c(C)sc(NC(=O)CCCOc2ccc(Cl)cc2Cl)c1C(=O)OC(C)C
    -0.3	-3	0.0	0
36. CCOC(=O)c1c(-c2ccccc2)oc2c1cc(NS(=O)(=O)c1ccc3ccccc3c1)c1ccccc12
    0.0	3	-0.3	4
37. C=CCOc1ccccc1/C=C1/NC(=S)NC1=O
    0.1	-4	-0.1	2
38. O=S(=O)(/N=C(/c1ccccc1)N1CCCCCC1)c1ccccc1
    0.8	8	0.0	-8
39. O=C(c1cccnc1)N1CCN(CCN2C(=O)C3C4C=CC(C4)C3C2=O)CC1 (stereo unspecified)
    0.1	-2	0.1	10
40. CC(C)c1nc2ccc(Cc3ccc4nc(C(C)C)[nH]c4c3)cc2[nH]1
    0.3	-13	0.1	4

Single records (already shown). Order of values: GPR151 ag, TEAD-YAP block, FBW7 activator, MITF primary
Entry for CCc1ccc(NC(=O)C(C)Oc2ccc(OC)cc2)cc1 (stereo unspecified) = 1.2, -13, 0.3, -5
Entry for COC(=O)c1ccccc1NS(=O)(=O)c1cc(OCC(N)=O)c(C)cc1Cl = 0.6, 17, 0.8, 1

Given in transposed form: part of the list above
31	Cc1oc(-c2ccc(Cl)cc2)nc1CN1CCC(C(=O)NC(C)C)CC1
32	C=CCNC(=O)CCNS(=O)(=O)c1ccc(C)cc1
33	N#C/C(=C/c1ccc(Br)o1)C(=O)Nc1ccc(Cl)cc1

compound no.,31,32,33
GPR151 ag,0.1,1.1,2.5
TEAD-YAP block,6,13,-4
FBW7 activator,1.7,0.1,-0.1
MITF primary,22,-2,-12

Following part.
Second line of a record: GPR151 ag	TEAD-YAP block	FBW7 activator	MITF primary
41. COc1ccccc1/C=C/CN1CCc2nnc(CNC(=O)C3CCC(=O)N3)n2CC1 (stereo unspecified)
    -0.2	-4	0.1	-6
42. COc1ccc(C)cc1NC(=O)CCNc1c(N2CCCC2)c(=O)c1=O
    -1.9	5	0.4	10
43. Cc1ccc(Cl)cc1NC(=O)CSc1nnc(Cc2ccccc2)n1-n1cccc1
    0.3	5	-0.1	-4
44. c1nc2nc(NCCN3CCOCC3)nc(Nc3ccc4c(c3)OCO4)c2[nH]1
    -0.9	-6	-0.3	-10
45. COc1ccc(CNC(=O)C2CC2)cc1
    1.1	3	0.0	12
46. CC1(C)CC(=O)C2=C(C1)OC(N)=C(C#N)C2c1ccc(O)c(O)c1 (stereo unspecified)
    -0.4	-6	-0.2	-17
47. COc1ccc(CN2CCc3nc(N4CCCCCC4)[nH]c(=O)c3C2)cc1OC
    -0.4	-3	0.0	-1
48. C=CCOc1nc(OCC)nc(N2CCCCC2)n1
    0.9	3	-0.1	-9
49. COCCN(C1CCN(c2nc(C)cc(C)n2)CC1)S(=O)(=O)c1cccc(OC)c1
    0.0	4	0.8	7
50. Cc1c(/C=C/c2nc(O)c([N+](=O)[O-])c(=O)[nH]2)c2ccccc2n1C
    -1.4	-7	0.0	-11
51. Cc1ccc(S(=O)(=O)NCC(c2cccnc2)N2CCOCC2)cc1 (stereo unspecified)
    2.6	14	0.9	9
52. Clc1ccc(Cl)c(OCCN2CCOCC2)c1
    -0.9	-2	0.0	-11
53. Cc1ccc2nc(C3CCCCN3C(=O)CCn3cccn3)[nH]c2c1 (stereo unspecified)
    3.7	1	-0.2	-4
54. CCCNC(=O)OC[C@H]1O[C@H](CCO/N=C(\C)CCC(=O)OC[C@H]2O[C@H](C#Cc3ccccc3)C=C[C@@H]2Oc2ccc(C)cc2)C=C[C@@H]1Oc1ccc(OC)cc1
    -0.7	/	0.2	26
55. Oc1oc(-c2ccc(Cl)cc2)nc1C=Nc1ccccc1I
    -1.1	-1	0.0	8
56. O=C(Cc1cn(-c2ccc(NC3CCN(Cc4ccccc4)CC3)nn2)c2ccccc12)NCCCN1CCCC1=O
    -1.1	4	0.2	30
57. OC(c1cccc2ccccc12)c1nc2ccccc2n1Cc1ccccc1 (stereo unspecified)
    -1.4	-16	-0.1	-7
58. COC(=O)c1ccc(CNC(=O)COc2ccccc2Br)o1
    -1.9	5	-0.1	-12
59. O=C(Nc1ccccc1C(=O)N1CCCC1)C1CCN(c2ncccn2)CC1
    -1.0	4	-0.2	-5
60. NC(=O)c1ccccc1NC(=O)C(Cc1ccc([N+](=O)[O-])cc1)N1C(=O)c2ccccc2C1=O (stereo unspecified)
    0.9	5	0.1	21
61. CCCCOc1ccc(C2C=C(Nc3ccc(F)cc3)C(=O)N2c2ccc(F)cc2)cc1 (stereo unspecified)
    0.0	7	0.8	6
62. CC(=O)N1CC(C)Sc2cc(S(=O)(=O)NC(C)c3ccccc3)ccc21 (stereo unspecified)
    0.2	4	0.1	-2
63. Cc1cc(C(=O)N/N=C2\CCCC(=O)C2)c(C)n1-c1ccccc1
    -0.7	-19	0.0	-2
64. CCc1nc(SCC(=O)Nc2ccc(C(C)=O)cc2)c2c(=O)n(C)c(=O)n(C)c2n1
    -0.4	11	0.0	9
65. CCOc1ccc(/C(O)=C2/C(=O)C(=O)N(Cc3cccnc3)C2c2ccc(F)cc2)c(C)c1 (stereo unspecified)
    0.7	6	0.0	3
66. Cc1ccccc1NC(=O)CSCCc1ccccn1
    2.0	1	-0.1	6
67. CCCCOc1ccccc1C1NC(=O)NC(C)=C1C(=O)OCC(F)(F)F (stereo unspecified)
    -1.4	-5	0.0	4
68. COc1ccc2occ(C(=O)c3ccc(N=C(C)N(C)C)cc3)c2c1
    -3.0	-23	0.2	13
69. CCN(CC)C(=O)c1cc(-c2ccc(Br)cc2)on1
    -1.5	-67	0.0	0
70. C[C@@H]1CN(C(=O)c2nc3sccn3c2CNCCCc2ccccc2)C[C@H](C)O1
    -0.4	1	0.0	-1
71. CC1CN(CCC(=O)NCc2cccs2)Cc2ccccc2O1 (stereo unspecified)
    0.0	12	-0.1	0
72. COC(=O)CCN(C(=O)c1cccc(OC(C)=O)c1)c1ccccn1
    2.2	-2	0.1	-8
73. O=C(CN(c1ccc(Cl)c(Cl)c1)S(=O)(=O)c1ccccc1)NCc1ccco1
    -0.2	7	0.0	11
74. O=C(CCC(=O)Nc1ccc(F)cc1)N/N=C/c1cccc(Br)c1
    0.5	0	-0.1	-24
75. COc1ccc(N2CCN(S(=O)(=O)c3ccc4c(c3)OCCO4)CC2)cc1
    0.6	-16	0.2	4
76. COc1cc(C=C(C#N)C#N)ccc1OCc1cccc(F)c1
    -0.3	-34	0.4	-6
77. OCCOCCNCCOc1ccccc1Cc1ccccc1
    1.6	-6	-0.1	24
78. Cc1ccc(C2c3cccn3CCN2C(=O)Nc2ccccc2)cc1 (stereo unspecified)
    0.1	-5	-0.1	6
79. CN(C)C1N(C(=O)c2cccc([N+](=O)[O-])c2)N=C2c3ccccc3S(=O)(=O)N21 (stereo unspecified)
    0.4	-4	-0.2	-4
80. Cc1ccc(S(=O)(=O)N2CCN(CCC(=O)O)CC2)cc1C
    0.6	5	0.0	1
81. COc1ccc(CCNc2ccnc(Nc3ccc4ncccc4c3)n2)cc1
    5.9*	51*	0.0	63*
82. CC1CCN(c2ccc3nnc(CCC(=O)Nc4ccccn4)n3n2)CC1
    0.1	-3	0.0	-10
83. CC(=O)N1CCc2cc(C(=O)CN3CCN(Cc4ccccc4)CC3)ccc21
    -0.2	-8	0.1	-21
84. CC(C)N1CN=C2SC(CO)(CO)C(=O)N2C1
    1.5	0	-0.1	-5
85. O=C(C1CCC(CNS(=O)(=O)c2cccc3nsnc23)CC1)N1CCCCC1 (stereo unspecified)
    -0.6	-10	0.3	-16
86. COc1ccc(CCNC(=O)CSc2nc3ccccc3c3nc(-c4ccccc4)nn23)cc1OC
    -2.0	8	0.9	16
87. Cc1cc(NC(=O)/C=C/c2ccc3c(c2)OCO3)n(-c2nc3ccccc3[nH]2)n1
    -0.4	-3	0.3	17
88. S=c1[nH]nc(CSc2nc3ccccc3[nH]2)n1-c1ccccc1
    -1.0	1	0.0	-8
89. CCCc1cc2c(=O)c(-c3ccc4c(c3)OCCCO4)coc2cc1OC(=O)N(C)C
    -1.3	-7	-0.1	-9
90. Cc1nc2nc(CN)nn2c(C)c1CCC(=O)Nc1ccc2c(c1)OCO2
    -2.0	5	-0.2	8
91. CCOC(=O)Cc1nc(N)sc1C1(O)C(=O)N(CC(C)C)c2ccccc21 (stereo unspecified)
    -0.2	-2	0.0	3
92. CSC1=NCCN1C(=O)Cc1cccc2ccccc12
    -0.6	10	0.5	7
93. COC(=O)C1=C(C)N(C)C(=O)NC1c1ccc(O)cc1 (stereo unspecified)
    0.2	9	0.3	10
94. CCOc1ccc(CNCc2c(C(=O)O)n(Cc3ccccc3F)c3ccccc23)cc1
    1.7	12	0.1	7
95. COc1cc(NC(=O)c2cccc(-n3cc(NS(=O)(=O)c4cccc5ccccc45)cn3)c2)cc(OC)c1OC
    -0.2	-9	-0.1	-8
96. O=C(C1CCN(S(=O)(=O)c2ccc(Br)cc2)CC1)N1CCOCC1
    1.6	4	0.0	-3
97. COc1cc(OC)cc(-n2nc(C(=O)N3CCC(Cc4ccccc4)CC3)c3ccccc3c2=O)c1
    -0.2	18	0.0	-10
